Coupling enz: inhibits coupling enzyme system, counter-screen for aldolase hits | coupling enzyme system counterscreen, AmpLite Red fluorescence | 290,000 compounds, 0.67% hits | activity change, negative = inhibition, % at 58.2 µM, hits read low | AID 2472; in the data active means activity change below about -30%; further: on the % scale 0 is the no-effect control and ±100 the full control effect
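Coupling enzymes only (glyceraldehyde-3-phosphate) + compound, at 57.5 uM final, 10 min RT; add substrate/coupling/AmpLite Red mix, 20 min RT; fluorescence ex 525/em 598 nm. Actives flag coupling-system interference.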
PKM2 act: PKM2 (human) enzyme activation | P14618 | purified PKM2, Kinase-Glo ATP luminescence, activation; response scale: 0% is enzyme alone, no compound | Potency, µM (series often up to 57.5 µM), for inactives: at the highest dose activation, hits mostly activators | 260,000 compounds, 0.34% hits; further: potency means the concentration at half of the fitted maximal effect; on the % scale 0 is the no-effect control and ±100 the full control effect; nearly all actives have a fitted effect of over 55% in size
Target sequence (P14618 whole entry, looked up): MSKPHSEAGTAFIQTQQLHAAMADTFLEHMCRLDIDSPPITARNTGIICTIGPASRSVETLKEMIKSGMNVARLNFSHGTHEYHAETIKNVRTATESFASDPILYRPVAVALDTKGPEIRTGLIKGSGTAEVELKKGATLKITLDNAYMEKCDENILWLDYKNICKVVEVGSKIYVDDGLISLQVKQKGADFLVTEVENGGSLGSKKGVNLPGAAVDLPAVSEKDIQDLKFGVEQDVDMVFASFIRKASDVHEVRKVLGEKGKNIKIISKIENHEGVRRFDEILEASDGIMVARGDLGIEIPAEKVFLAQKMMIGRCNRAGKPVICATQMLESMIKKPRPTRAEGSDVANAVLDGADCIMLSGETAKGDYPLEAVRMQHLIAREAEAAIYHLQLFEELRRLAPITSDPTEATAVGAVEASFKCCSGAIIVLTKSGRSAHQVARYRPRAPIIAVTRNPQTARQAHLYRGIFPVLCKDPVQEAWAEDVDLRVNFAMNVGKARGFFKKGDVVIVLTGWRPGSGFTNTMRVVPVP
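Kinase-Glo luminescence reports ATP generated from ADP (0.1 mM) and PEP (0.5 mM) by purified hPK-M2 after 1 h at room temperature, pH 7.2 imidazole buffer; intermediate enzyme activity allows detecting inhibitors and activators.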
Giardia killer: Giardia lamblia killing | Giardia lamblia trophozoite viability | activity change, % at 7.66 µM, hits read low | 340,000 compounds, 0.15% hits; in the data active means activity change below about -80%; inconclusive means between about -30% and that limit;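 further: parasites exposed to compound for two days anaerobically before the ATP read; on the % scale 0 is the no-effect control and ±100 the full control effect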
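Media and compound were dispensed first, then trophozoites at 100 cells/well; plates sat 48 hrs at 37 deg C without oxygen before ATP luminescence reagent was added and read after 15-30 min at room temperature.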
USP2a inh: inhibitors of human ubiquitin-specific protease USP2a; 330,000 compounds, 0.01% hits; AID 463254; Potency, µM (highest dose often 38.3 µM), inactives show at the top dose activity change, negative = inhibition, most hits filed as inhibitors; USP2 core, Ub-CHOP2 coupled fluorogenic reporter, 485/531; O75604;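 further: potency means the concentration at half of the fitted maximal effect; plate controls were DMSO wells for no effect and full inhibition by NEM control for full effect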
Target sequence (O75604 whole entry, looked up): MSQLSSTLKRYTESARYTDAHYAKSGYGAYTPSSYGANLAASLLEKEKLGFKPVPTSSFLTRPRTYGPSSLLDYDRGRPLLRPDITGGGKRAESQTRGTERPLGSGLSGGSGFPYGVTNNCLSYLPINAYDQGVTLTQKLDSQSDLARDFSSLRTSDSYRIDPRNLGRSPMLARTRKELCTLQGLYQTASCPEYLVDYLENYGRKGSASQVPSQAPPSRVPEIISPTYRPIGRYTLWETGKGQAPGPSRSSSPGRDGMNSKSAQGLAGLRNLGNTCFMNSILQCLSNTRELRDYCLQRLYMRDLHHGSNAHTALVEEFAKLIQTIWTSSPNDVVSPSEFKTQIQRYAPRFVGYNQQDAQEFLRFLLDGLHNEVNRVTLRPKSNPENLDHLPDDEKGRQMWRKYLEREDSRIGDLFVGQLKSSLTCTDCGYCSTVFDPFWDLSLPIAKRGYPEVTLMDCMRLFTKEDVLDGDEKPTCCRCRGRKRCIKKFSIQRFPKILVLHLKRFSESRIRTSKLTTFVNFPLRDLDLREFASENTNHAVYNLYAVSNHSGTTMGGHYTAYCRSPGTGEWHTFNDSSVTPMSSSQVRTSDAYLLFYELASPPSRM
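USP2 core (10nM final) preincubated 30min RT with compound in 20mM Tris-HCl pH 8.0, 2mM CaCl2, 2mM beta-mercaptoethanol, 0.05% CHAPS; 25nM Ub-CHOP2 plus 25nM reporter substrate added, fluorescence (Ex485/Em531) read after 60min.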
CXXC DNA block: inhibitors of human MLL CXXC domain-DNA interaction; Q03164; MLL-CXXC / FITC-HOXA9 DNA fluorescence polarization; Potency, µM (titrated, usually from 115 µM), for inactives: top-dose activity change, negative = inhibition, usual class: inhibitors; 290,000 compounds, 0.037% hits; AID 2662; active means well fitted inhibition curve with a large enough effect in the polarisation, with a control signal flat, not every such curve was filed as active; inconclusive means small, poorly fitted or top-dose-only effect, or effect the other way, or a change in a side signal; inactive means no such curve, though single readings can be large or run the other way; the % refers to the polarisation; further: potency means the concentration at half of the fitted maximal effect
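Fluorescence polarization: 7 uM MLL-CXXC (stock) preincubated 5 min with compounds, then 50 nM fluorescein-HOX-A9 DNA (stock) added; 30 min ambient. Buffer 50 mM Tris-HCl pH 7.5, 50 mM NaCl, 1 mM DTT, 0.05% BSA.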
KCNH2 3.1 block: inhibitors of human KCNH2 3.1 potassium channel isoform; activity change, % (tested at about 1.8 µM); U2OS KCNH2 3.1, thallium flux FluxOr; active compounds read low; 340,000 compounds, 0.95% hits;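 active means maximum activity change below -70%; inconclusive means maximum activity change from -70% to -50%; inactive means maximum activity change above -50%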;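 further: thallium influx rate constant from kinetic fluorescence after stimulation buffer; on the % scale 0 is the no-effect control and ±100 the full control effect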
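Measured as rate of thallium-driven FluxOr signal in transduced U2OS cells carrying the 3.1 channel, read kinetically for 2 min upon stimulation; values are rate constants scaled to DMSO control wells.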
GALK inh: blocks human galactokinase activity. AID 1868. P51570. Potency, µM (titrated, usually from 57.5 µM), for the others: at the top dose activity change, negative = inhibition, actives largely listed as inhibitors. 270,000 compounds, 0.007% hits. Purified GALK, Kinase-Glo residual ATP luminescence; further: potency means the concentration at half of the fitted maximal effect; on the % scale 0 is the no-effect control and ±100 the full control effect
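Galactose (100 uM) and ATP (35 uM) were turned over by 5 nM GALK for 1 h at RT. Kinase-Glo Plus then converted the remaining ATP into a luminescent signal.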
B2AR arrestin: beta2AR (human) beta-arrestin recruitment activity; Potency, µM (top dose mostly 46.1 µM), for inactives: at the highest dose activation, hits mostly activators; P07550; 330,000 compounds, 0.02% hits; beta-arrestin recruitment to beta2AR, cell-based reporter;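 further: potency means the concentration at half of the fitted maximal effect; 0% = DMSO controls and full agonism = EC100 isoproterenol or metaproterenol; nearly all actives have a fitted effect of over 65% in size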
Menin MLL FP TR: menin-MLL binding inhibition, Texas Red mutant peptide. O00255. Menin + Texas Red MLL mutant peptide, fluorescence polarization. Potency, µM (titrated, usually from 61.6 µM), without a hit: top-dose FP activity change, negative = inhibition, actives largely listed as inhibitors. 270,000 compounds, 0.23% hits; active means well fitted inhibition curve with a large enough effect in the polarisation, with a control signal flat, not every such curve was filed as active; inconclusive means small, poorly fitted or top-dose-only effect, or effect the other way, or a change in a side signal; inactive means no such curve, though single readings can be large or run the other way; the % refers to the polarisation; further: potency means the concentration at half of the fitted maximal effect; % of control where 0% means no effect; many of its hits are not listed in these tables
TRPV1 ag: agonists of human vanilloid receptor 1 (TRPV1); activation, % at 8.33 µM; TRPV1-expressing cells, Fluo-8 calcium influx, agonist mode; 320,000 compounds, 0.19% hits; in the data active means activation above about 80%; inconclusive means between about 30% and that limit; further: 0% is about no effect
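TRPV1-expressing cells were cultured overnight at 35.5C and loaded with Fluo-8 calcium dye for 40 to 90 min at room temperature. After a 10 s baseline, compound was added and calcium influx was read kinetically for 3 min (ex 480/em 520 nm).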
KCNH2 WT inh: inhibitors of human wildtype KCNH2 potassium channel; Q12809; U2OS, BacMam KCNH2, thallium flux FluxOr; active compounds read low; activity change, % at 1.84 µM; 340,000 compounds, 0.37% hits; AID 720551;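 active means maximum activity change below -70%; inconclusive means maximum activity change between -70% and -50%; inactive means maximum activity change above -50%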; further: on the % scale 0 is the no-effect control and ±100 the full control effect
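U2OS cells were transduced with wild-type KCNH2 virus (2.03 x 10^8 / mL) for 4 h at room temperature, then cultured overnight at 37 C. Thallium flux was read with FluxOr dye. Rate constants were normalized to DMSO controls.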
Active calls of the source: *; i = inactive; ? = inconclusive; · = no result given; & = joins results of further samples; [ ] = remark or other dose. Unless noted, the call rests on the fitted dose curve; in most records, active means well fitted curve in the direction sought with a large enough effect; inconclusive means small, poorly fitted or top-dose-only effect, or another doubt; inactive means no such curve, though single readings can be large; an effect the other way counts as inactive or inconclusive.

The line under a structure holds: GALK inh, KCNH2 3.1 block, KCNH2 WT inh, Menin MLL FP TR, USP2a inh, Coupling enz, Giardia killer, TRPV1 ag, PKM2 act, CXXC DNA block, B2AR arrestin
- O=C(NC1CCCCC1)c1ccc(CNc2c(N3CCOCC3)c(=O)c2=O)cc1
  1.2%, 5.2, -21.7, 5.1%, -0.6%, 0.4, 40.9[activator], -2.2, 7.3%, -1.6%, -1.0%
- CCn1c(C)nc([N+](=O)[O-])c1C(=O)O
  -0.3%, 1.6, -0.7, 1.9%, 2.0%, 1.4, -15.8, -0.2, -3.5%, 6.1%, -0.7%
- COc1ccc(N2CCN(Cc3nc(N)nc(N4CCCc5ccccc54)n3)CC2)cc1
  -0.6%, -14.1, 1.4, -11.3%, -3.1%, -0.6, 14.6, 2.2, 1.3%, -4.0%, 0.0%
- COc1cc(C(CCN2CCCC2)c2c(OC)cc(OC)c3c(C)cc(=O)oc23)cc(OC)c1OC (stereo not given)
  0.1%, ·, ·, -29.9%, 6.8%, 0.1&3.1, 5.6&19.0, -7.4, 0.6%, 4.7%, -0.8%
- CC1CCCCC1NC(=O)COC(=O)c1ccc(S(=O)(=O)N2CCOCC2)cc1 (stereo not given)
  1.0%, -19.6, -8.1, 7.7%, 1.3%, 2.8, -2.4, 1.5, 0.3%, 3.3%, 0.1%
- Cc1ccc(NC(=O)CC(N)=S)cc1
  -2.2%, 25.1, 2.3, ·, -3.4%, 1.3, 8.6, 0.9, 0.4%, -10.4%, -0.8%
- CC(C)(C)c1ccc(Cn2cnc(-c3ccc([N+](=O)[O-])cc3)c2)cc1
  -1.3%, 1.0, 1.4, 10.9%, -0.7%, -2.2, 2.2, -2.2, 0.0%, -0.4%, 0.2%
- CC1CCCCC12NC(=O)N(CC(=O)Nc1ccc(N3CCOCC3)cc1)C2=O (stereo not given)
  -0.5%, 9.3, 0.9, -3.8%, 7.5%, -4.2, -10.8, -0.7, 4.4%, 5.4%, -0.1%
- CSCC(=O)N1CCCC(CO)(Cc2ccccc2C)C1 (stereo not given)
  8.8%, 24.3, 1.3, -9.9%, -0.9%, 2.4, 1.7, -0.8, -0.8%, -4.3%, -1.1%
- Cc1ccc(OC(=O)c2ccccc2P(=O)(O)O)cc1
  1.5%, -6.1, -21.6, 4.7%, 4.6%, 0.2, -4.1, -3.6, -0.3%, 23.5%, -0.9%
- O=C(OC(C(=O)NCc1ccccc1)c1ccccc1F)c1ccco1 (stereo not given)
  -0.9%, 7.1, 2.7, 13.5%, 3.0%, -4.4, -0.4, 0.6, -10.1%, -7.1%, 0.2%
- C=CCN(c1ccc(F)cc1)S(=O)(=O)c1cc(C(=O)NC2CCC(O)CC2)ccc1Cl (stereo not given)
  ·, -6.4, 2.8, ·, 1.4%, ·, -13.8, ?, ·, ·, 0.1%
- C=CCn1c(SCC(=O)Nc2cc(C)nn2-c2ccccc2)nnc1C1CCCCC1
  0.7%, -8.2, -5.5, -3.0%, 1.5%, 2.8, 7.1, 1.7, 0.2%, 0.6%, -1.6%
- Cc1ccc(S(=O)(=O)N(CC(=O)Nc2ccccc2C(=O)O)c2ccc(Cl)cc2)cc1
  -4.2%, 6.1, -6.1, ?, -3.1%, 12.3, 11.1, 3.6, -4.1%, 2.9%, -0.2%
- Cc1ccc(N=Nc2ccc(O)c3ncccc23)cc1C
  -1.3%, -3.0, 0.2, ?, 1.8%, -8.1, -27.1, -3.3, 2.8%, 15.7%, 0.1%
- CCC(=O)NC(=S)Nc1cccc(NC(=O)c2ccccc2C)c1
  2.3%, 3.4, -5.8, 15.4%, 11.1%, -0.9, 0.8, -0.1, -20.8%, 37.1%[activator], 0.5%
- COc1ccc(Cc2nc(C(=O)Nc3ccc(Cl)cc3)cs2)cc1
  0.3%, 7.2, -9.5, ·, 0.1%, 0.2, -11.6, ?, -4.3%, 2.0%, 0.1%
- O=C(Cn1cnc2ccccc2c1=O)Nc1cccc(-c2nnc3n2CCCCC3)c1
  -0.6%, -6.8, 0.8, 12.1%, 2.9%, 0.3, -8.4, -0.1, 3.0%, -6.4%, -0.1%
- NNC(=O)/C=C/c1ccc(Cl)cc1Cl
  7.4%, -3.9, i, 13.2%, -2.2%, -2.0, 13.0, 19.4, -9.2%, 8.8%, -1.6%
- Cc1ccc(NC(=S)Nc2ccc3[nH]c(=O)[nH]c3c2)cc1
  11.7%, -26.4, -13.5, ·, -1.4%, 1.1, 9.8, 2.5, -5.0%, -2.2%, 6.7%
- O=[N+]([O-])c1cnccc1Nc1ccc(Cl)cc1
  -1.3%, -6.1, -3.3, ·, 1.9%, 0.4, 35.7[activator], ?, 1.6%, 3.7%, 0.1%
- CCOC(=O)CSc1ccc(C(=O)NCCN2CCOCC2)cc1[N+](=O)[O-]
  3.0%, 26.3, -4.1, -12.6%, -0.4%, -3.3, -7.5, 1.9, ·, 22.0%, -0.4%
- CC(c1ccccc1)C1CC(=O)N(Cc2ccccc2)C1=O (stereo not given)
  0.4%, 1.0, i, -3.3%, -14.0%, 0.8, ?, ?, -1.4%, -7.5%, -0.5%
- CCn1c(SCC(=O)Nc2oc(-c3ccccc3)c(-c3ccccc3)c2C#N)nnc1-c1ccco1
  -2.8%, -45.5, -24.5, -6.9%, 0.4%, 2.5, -1.6, 2.0, 0.6%, -3.3%, 14.9%
- CN(c1ccccc1)S(=O)(=O)c1cccc(NC(=O)Nc2ccc(Cl)cc2C#N)c1
  ·, 3.0, 1.7, 0.2%, 0.9%, 0.2, -14.4, 16.6, 5.3%, 7.4%, -1.6%
- CCOC(=O)N1CCN(S(=O)(=O)N2CCCC(C(=O)NC(C)c3ccccc3)C2)CC1 (stereo not given)
  2.0%, 3.6, 7.3, ·, -7.3%, ·, 20.3, -2.6, ·, -4.1%, -0.2%
- CC(=O)N(c1cccc(Br)c1)c1nc(C)cc(C)c1C#N
  2.2%, -7.6, 7.4, ·, -1.6%, 0.5, 4.7, -1.1, -1.2%, -2.4%, -0.4%
- Cn1c(SCC(=O)NCCc2ccccc2)nc2c([nH]c3ccccc32)c1=O
  6.2%, 12.0, 13.7, -5.5%, 2.8%, 0.9, 21.1, 5.3, -1.4%, -11.0%, 0.5%
- COc1ccc(C(=O)CCC(=O)Nc2cccnc2)cc1
  1.1%, 20.3, 9.8, 17.3%, 0.8%, -0.3, 1.4, 0.5, ·, -3.1%, 0.1%
- CCOC(=O)C1=C(COC(=O)c2cc(Br)c(Br)s2)NC(=O)NC1C (stereo not given)
  ·, 5.0, 22.6, ·, 0.7%, ·, -1.9, -3.5, ·, ·, 0.0%
- NC(=O)CSc1nnc(-c2ccncc2)n1-c1ccc(Cl)cc1
  1.2%, -3.3, -0.4, 5.9%, -0.7%, 3.5, -4.3, -0.2, -0.7%, -1.6%, -0.2%
- CC(NC(=O)CCNC(=O)c1ccco1)c1ccc(F)cc1 (stereo not given)
  6.9%, 4.8, -11.3, 6.3%, -0.2%, 0.5, -1.6, 3.3, -0.4%, 0.8%, -1.3%
- CN(C)S(=O)(=O)c1cc(NC(=O)CSc2nn(-c3ccc(Cl)cc3)c(=S)s2)ccc1Cl
  -6.5%, -5.5, 4.4, ?, 1.1%, -2.4, -13.9, 0.4, -4.1%, 7.2%, -0.4%
- CCN(CC)S(=O)(=O)c1ccc(OCC(=O)NC(=O)Cc2ccccc2)c([N+](=O)[O-])c1
  ·, 13.8, 4.9, ·, 2.3%, ·, -22.1, 9.8, ·, ·, 0.3%
- COc1cc(NS(=O)(=O)c2ccc3c(c2)n(C)c(=O)n3C)cc(OC)c1
  -0.2%, 3.3, -4.0, 5.3%, 4.5%, 0.2, -5.4, -1.1, ?, -2.3%, -0.1%
- COc1ccc(C2(O)C(=O)Nc3ccccc32)cc1 (stereo not given)
  0.0%, 14.7, 12.1, 28.4%, 0.5%, 5.1, 11.5, -4.1, ·, 12.8%, -0.9%
- CN1CCN(c2ccc([N+](=O)[O-])cc2C(=O)c2ccc(Cl)cc2)CC1
  1.6%, ?, -4.0, -10.8%, -0.9%, 1.1, -17.2, 11.5, -4.1%, -1.8%, -0.1%
- O=[N+]([O-])c1cccc(/C=N/N2CCN(Cc3ccc(Cl)cc3)CC2)c1
  1.5%, -26.5, 2.6, ·, -0.8%, -0.7, 1.1, -7.5, -6.2%, 3.2%, 0.4%
- CCOC(=O)Cn1c(-c2cccnc2Cl)nc2ccccc21
  1.3%, -86.5*, -11.6, 5.8%, -3.4%, 1.1, -14.8, ·, -0.7%, 3.4%, -0.4%
- Cc1cc(NC(=O)CSc2nc3[nH]c(=O)cc(O)c3s2)ccc1Br
  ·, 5.0, -13.8, ·, -0.8%, ·, 6.2, -0.1, ·, ·, -0.4%

Source: PubChem

Not all compounds are listed (hit frequency here may not be typical).
